H9c2 TAG inh = triacylglycerol accumulation inhibition | H9c2 cells, Nile Red lipid (TAG) fluorescence; cells loaded with 200 µM oleic acid | 230,000 compounds, 0.66% hits | inhibition, % at 12.5 µM;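 active = pattern-corrected inhibition of lipid staining of at least 50% with the nuclear-stain viability signal not falling by more than 50%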;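 note: 0% = DMSO wells and 100% = triacsin C control wells; some results filed as inactive read as strong as hits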
H9c2 TAG inh DAPI viability = recorded beside H9c2 TAG inh, whose call it bears; DAPI nuclei signal change (viability), lower = more cytotoxic, %;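 whole-well DAPI fluorescence read on a plate reader as a viability signal; minus 50 percent equals half of cells still viable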
* = called active by the depositor. A portion of the library; count on the stated rates, not on these rows.

SMILES	H9c2 TAG inh	H9c2 TAG inh DAPI viability
O=C(NC1CCCc2ccccc21)c1ccc(=O)[nH]c1 (stereo not given)	-9.4	-7.6
O=S(=O)(NCc1cccnc1)c1ccc(Cl)c(Cl)c1Cl	-5.5	-0.2
CSc1nc(-c2ccccc2)nc(NC(=O)c2ccccc2)c1C(C)=O	-4.2	7.0
O=C(O)CCn1cc(/C=N/O)c(-c2cccc([N+](=O)[O-])c2)n1	1.1	-1.9
CC(=NO)C1CCC2C3CCC4=CC(=NO)CCC4(C)C3C(O)CC12C (stereo not given)	6.3	-5.4
Cc1cc2c(C)nc(N/N=C/c3ccc(F)cc3)nc2o1	6.0	8.2
Cc1ccc(C)c2sc(N3CCN(C(=O)c4ccc([N+](=O)[O-])o4)CC3)nc12	57.6	-52.9
CC1CCC(NC(=O)CN2CCN(S(=O)(=O)c3cccs3)CC2)CC1 (stereo not given)	-15.7	6.0
O=C(c1ccco1)N1CCN(Cc2nnc(-c3ccccc3)o2)CC1	13.3	0.8
CN(CC(=O)Nc1ccccc1Br)C(=O)CCCSc1nc2ccccc2[nH]1	30.0	-7.6
Clc1ccccc1Cc1noc(CN2CCN3CCCC3C2)n1 (stereo not given)	-4.9	-2.5
C#CCOCCOCCOCCNc1nc(N2CCN(C(=O)CCCCCCCCCCNC(=O)[C@@H](CCC(=O)O)n3cc(CCCCCN)nn3)CC2)nc(N2CCN(C(=O)CCCCCCCCCCNC(=O)[C@@H](CCC(=O)O)n3cc(CCCCCN)nn3)CC2)n1	-5.8	9.6
CC(OC(=O)CNS(=O)(=O)c1ccc(C#N)cc1)C(=O)Nc1ccc(Cl)cn1 (stereo not given)	11.5	1.5
CN(C)S(=O)(=O)c1ccc(C(=O)N2CCN(S(=O)(=O)c3ccc4c(c3)OCCO4)CC2)cc1	3.7	-0.5
COc1ccc(NC(=O)C(C)N=C2NS(=O)(=O)c3ccccc32)cc1S(N)(=O)=O (stereo not given)	4.2	3.1
COCCNC(=O)CSc1nc(-c2ccc(OC)c(OC)c2)cc(C(F)(F)F)n1	1.7	-4.1
C[C@@H]1CN([C@H](C)CO)C(=O)CCCn2nncc2CO[C@H]1CN(C)S(=O)(=O)c1ccc(Cl)cc1	3.6	-2.4
Cc1ccc(-n2c(P(C)(=O)O)nc3ccccc32)cc1	-0.5	-0.9
CCc1ccccc1N1C(=O)CC(N2CCc3ccccc32)C1=O (stereo not given)	9.9	-3.2
COc1ccc(CC(=O)OCC(=O)c2ccc(F)cc2)cc1	-4.2	-0.4
CCOC(=O)CSCC(=O)Nc1ccc(S(=O)(=O)N2CCCCC2)cc1	4.7	-13.9
CC(=O)c1sc(=S)n(-c2ccccc2)c1C	1.2	-5.9
COc1ccccc1CNC(=O)c1cc(S(=O)(=O)N2CCCCC2)c[nH]1	4.1	-2.5
Cn1c(=O)c2c(nc(NCCO)n2CCCc2ccccc2)n(C)c1=O	3.5	-11.6
O=[N+]([O-])c1ccc(-c2cn3c(n2)SCC3)cc1	-13.8	-2.1
CCN(CCCNC(=O)CCCCn1c(=O)[nH]c2ccccc2c1=O)c1ccccc1	13.6	-7.2
Cc1ccc(Cl)cc1NC(=O)COC(=O)CC1CC2CCC1C2 (stereo not given)	-14.8	-2.3
CCNC(=O)CC1C(=O)N(CC)C(=S)N1NC(=O)c1ccc(Cl)cc1 (stereo not given)	13.0	12.0
O=C(NCCCN1CCOCC1)c1ccc2c(c1)N(Cc1ccccc1)CCS2	-11.6	95.7
CC(C)(C)NS(=O)(=O)c1ccc(CCC(=O)Nc2cc(Cl)ccc2Oc2ccccc2)cc1	43.8	-15.5
O=S(=O)(Nc1ccncc1Cl)c1ccc2ccccc2c1	-9.6	15.4
Cc1ccc(C)c(SCC(=O)Nc2cccc(S(=O)(=O)NC3=NCCCCC3)c2)c1	-12.5	-6.8
Cc1cccc(N2CCN(C(=O)Cn3nc(Cc4ccncc4)c4ccccc4c3=O)CC2)c1C	17.1	-16.4
COc1ccc2c(CN3CCN(Cc4ccccc4)CC3)cc(=O)oc2c1	-24.5	15.5
Cc1nnc(Oc2ccccc2)c2ccccc12	-8.4	-8.3
CCOc1ccc(NC(=S)NC(=O)c2cccnc2)c([N+](=O)[O-])c1	9.0	-0.5
O=C(Nc1nnc(-c2ccc3c(c2)CCCC3)o1)C1CCCCC1	34.9	-27.7
O=[N+]([O-])c1ccc([N+](=O)[O-])c(Nc2ccc(N3CCOCC3)cc2)c1	0.7	-5.4
O=c1cc2c(nn1Cc1ccccc1Cl)-c1ccccc1CC2	4.1	-1.4
CC(C)CCNC(=O)C(C)N(C(=O)c1snc(C(N)=O)c1N)c1cnc2ccccc2c1 (stereo not given)	14.1	-14.1
COc1ccc(C=O)cc1C1=CC(=O)C[C@H](c2ccc(Cl)cc2)C1	-24.5	4.8
CCOc1cc(/C=N\NC(=O)c2ccc(NC(=O)C(C)(C)C)cc2)ccc1OC(=O)c1cccc(C)c1	64.4*	-15.6*
CCn1nnnc1SCC(=O)Nc1ccc(OCc2ccccc2)cc1	23.3	-0.1
Oc1ccccc1C1=Nc2nc3ccccc3n2C(c2ccccc2)C1 (stereo not given)	9.0	5.3
O=C(NCC(F)(F)F)c1ccc2sc([C@H]3C[C@H](O)[C@@H](CO)O3)nc2c1	-35.3	3.6
CC1NC(=O)c2cc3ccccc3cc2-n2c1nc1ccc(F)cc1c2=O (stereo not given)	-1.7	-1.2
COc1ccc(CC(=O)NCc2n[nH]c(=S)n2-c2ccccc2OC)cc1	-6.6	-3.0
Cc1cccc(NNC(N)=S)c1C	-9.0	-14.7
COCc1cc(C)nc(SCc2ccc(Br)cc2)c1C#N	-17.2	-5.9
CC(C)(C)C(=O)Nc1cccc(-c2ncon2)c1	-2.3	0.3

Reprinted at random: 7 entries already listed.
SMILES	H9c2 TAG inh	H9c2 TAG inh DAPI viability
COc1ccc(C=O)cc1C1=CC(=O)C[C@H](c2ccc(Cl)cc2)C1	-24.5	4.8
COCc1cc(C)nc(SCc2ccc(Br)cc2)c1C#N	-17.2	-5.9
CC(C)(C)C(=O)Nc1cccc(-c2ncon2)c1	-2.3	0.3
O=C(NCC(F)(F)F)c1ccc2sc([C@H]3C[C@H](O)[C@@H](CO)O3)nc2c1	-35.3	3.6
CCn1nnnc1SCC(=O)Nc1ccc(OCc2ccccc2)cc1	23.3	-0.1
Cc1cccc(NNC(N)=S)c1C	-9.0	-14.7
COc1ccc(CC(=O)NCc2n[nH]c(=S)n2-c2ccccc2OC)cc1	-6.6	-3.0

New compounds follow
SMILES	H9c2 TAG inh	H9c2 TAG inh DAPI viability
COc1ccc2[nH]c(=O)c(CN(C(C)=O)c3ccc(C)cc3C)cc2c1	4.3	-8.7
CCC(=O)Nc1cccc(NC(=O)CSc2nnc(C(C)C)n2CC)c1	1.4	-6.4
C[C@@H]1CN([C@@H](C)CO)C(=O)CCCn2cc(nn2)CO[C@H]1CN(C)S(=O)(=O)c1cccs1	-2.7	-15.2
O=S(=O)(Nc1ncccn1)c1ccc(NC(=S)Nc2ccccc2)cc1	-4.4	7.1
Cc1cc(NC(=O)CCC2CCCC2)no1	20.6	-10.3
O=C(O)c1ccc(NCc2nc3cc4ccccc4cc3[nH]2)cc1	8.3	9.9
COc1ccc(S(=O)(=O)Nc2cccc3c2O[C@H](CN(C)S(=O)(=O)c2ccc(Cl)cc2)[C@H](C)CN([C@H](C)CO)C3=O)cc1	16.7	2.1
O=[N+]([O-])c1ccc(N2CCN(C(=S)Nc3cccc(F)c3)CC2)cc1	-26.6	-4.4
CC(=O)Nc1ccc(S(=O)(=O)N2CCC(NC(=O)C(Cc3cccn3C)NC(C)=O)CC2)cc1 (stereo not given)	-14.2	-1.7
O=C(OC1CCCCC1=O)c1cc(S(=O)(=O)N2CCOCC2)ccc1F (stereo not given)	-1.1	-1.8
Cc1nc(-c2ccc(F)cc2)c(CC(=O)N(C)CC(=O)Nc2ccc(Cl)c(C(F)(F)F)c2)s1	10.1	-3.2
COc1cccc(/C=C2/C(=O)NN(c3ccc(Br)cc3)C2=O)c1O	-4.5	4.0
CN1CCN(CCC(=O)N/N=C/c2cc([N+](=O)[O-])ccc2OC(F)F)CC1	-4.8	-0.8
CCN1CCN(C(=O)C2CC(c3ccc(F)cc3)=NO2)CC1 (stereo not given)	5.6	-15.7
O=C(Nc1ccc(Cl)cc1)c1cc(Br)ccc1OCC(=O)N1CCOCC1	29.0	-9.4
Cc1ccc(S(=O)(=O)CCC(=O)NCc2ccccc2F)cc1	-6.1	-0.1
O=C(Oc1ccc(Br)cc1C(=S)N1CCCC1)c1ccccc1Cl	-20.5	8.9
O=S(=O)(NC1CC2CCC1C2)c1ccc(Br)s1 (stereo not given)	-3.8	-12.2
Cn1c(=O)c2cc(S(=O)(=O)NC(C(=O)NCc3cccnc3)c3ccccc3)ccc2n(C)c1=O (stereo not given)	13.7	-8.8
NCC(=O)NCC(=O)NC[C@H]1O[C@@H](n2cnc3c(N)ncnc32)[C@H](O)[C@@H]1O	-3.8	-0.1

Record cards, as listed above. Order of values: H9c2 TAG inh | H9c2 TAG inh DAPI viability
Listed for CN1CCN(CCC(=O)N/N=C/c2cc([N+](=O)[O-])ccc2OC(F)F)CC1 → -4.8 | -0.8
Listed for Cc1ccc(S(=O)(=O)CCC(=O)NCc2ccccc2F)cc1 → -6.1 | -0.1
Listed for CCN1CCN(C(=O)C2CC(c3ccc(F)cc3)=NO2)CC1 (stereo not given) → 5.6 | -15.7

Later entries
SMILES	H9c2 TAG inh	H9c2 TAG inh DAPI viability
Cc1ccc(NC(=O)C/C(N)=N/O)cc1Cl	2.0	-0.7
N#Cc1ccc(-c2csc(NC(=O)C3CC3)n2)cc1	-8.2	14.7
CC(=O)Nc1ccc(NC(=O)C(=O)NCC(c2ccco2)N2CCc3ccccc3C2)cc1 (stereo not given)	-9.5	6.6
COc1cc2c(cc1OC)CN(C(=O)c1ccc([N+](=O)[O-])o1)CC2	46.6	-38.4
Nc1c(C(=O)c2ccccc2)oc2ccccc12	2.8	-3.5
CC(=O)N=c1sc(C(C)(C)C)c(C)n1C	9.8	-11.9
Cc1ccc(NC(=O)CN2C(=O)NC(C)(CC(C)C)C2=O)c(Br)c1 (stereo not given)	-25.0	4.3
CCOC(=O)c1cc([N+](=O)[O-])sc1N	-17.1	24.4
Cc1ccc2nc(NC(=O)CS(=O)(=O)Cc3ccccc3)sc2c1	0.1	-9.2
N#Cc1ccc(CSc2nnc(NC(=O)CN3C(=O)C4CC=CCC4C3=O)s2)cc1 (stereo not given)	2.4	-3.5
CC(C)[C@H](NC(=O)c1ccc(Cl)cc1Cl)C(=O)NNc1cccc(C(=O)O)c1	-1.4	-0.5
CCOC(=O)CC1C(=O)NCCN1Cc1cccc(OC)c1 (stereo not given)	2.2	2.9
O=C1c2c(O)cc(O)cc2O[C@@]12c1c(cc(O)c3c1O[C@H](c1ccc(O)cc1)[C@@H](O)C3)O[C@@H]2c1ccc(O)cc1	-36.5	132.2
CCCn1c(N)c(C(=O)CSc2nnc3ccccn23)c(=O)[nH]c1=O	11.1	3.5
COc1cc(NC(=O)c2[nH]cnc2C(N)=O)cc(C(=O)Nc2cccc(C(F)(F)F)c2)c1	53.7*	-14.2*
COc1ccc(NC(C)=O)cc1NC(=O)CN1CCN(C2c3ccccc3-c3ccccc32)CC1	2.2	5.9
O=C(O)COc1ccccc1/C=N/NC(=O)c1cc2ccccc2cc1O	16.4	-7.0
CN(CC(=O)Nc1cccc(F)c1)CC(=O)Nc1cccc([N+](=O)[O-])c1	-2.3	7.7
Cc1ccc(SCCC(=O)Nc2ccccc2Br)cc1	-25.6	-1.5
CC(C)N(C)c1ncnc2c1ncn2[C@H]1CN(Cc2ccccc2)C[C@@H](CO)O1	5.4	-7.5
CCNC(=S)NNC(=O)c1nn(C)c(C)c1Cl	-8.2	2.1
O=C(c1cccs1)N1CCC(N2CCN(c3ccccc3)CC2)CC1	-36.1	16.6
COc1cc(CCCN2C(=S)NC[C@@H]2CC2CCCCC2)cc(OC)c1OC	-10.7	-5.1
O=C(COC(=O)C1=COCCO1)Nc1ccccc1OC(F)F	-6.0	8.6
COCCNc1ccc(S(=O)(=O)N2CCCC2)cc1[N+](=O)[O-]	16.9	-1.9
Cn1c(=O)c2cc(S(=O)(=O)NC(C(=O)NCc3ccccn3)c3ccccc3)ccc2n(C)c1=O (stereo not given)	-2.4	-9.4
CC(C)(C)[C@@H]1C=C(C(=O)N2CCN(Cc3ccccc3)CC2)O[C@H](OCCCCO)C1	-5.7	-10.7
COc1ccc(C2C(C(C)=O)=C(C)Nc3ncnn32)cc1OC (stereo not given)	-6.3	8.1
O=C(O)CCCC(=O)Nc1cc([N+](=O)[O-])ccc1O	-7.7	17.3
CC(NC(=O)c1ccccc1)C(=O)NNC(=O)c1ccccc1Cl (stereo not given)	-15.7	0.3
CCOC(=O)c1c(C)[nH]c(C(=O)OCc2ccc(C)cc2)c1C	-67.6	-1.2
COc1ccc(N2CCN(C(=O)COC(=O)Cc3c(F)cccc3Cl)CC2)cc1	-15.3	-2.4
c1ccc(-c2onc3c2CCCC3)cc1	14.7	-2.6
CC(CO)NS(=O)(=O)c1cc(Cl)ccc1F (stereo not given)	-0.6	-3.7
Cc1ccc(-c2csc3ncnc(N4CCN(C(=O)c5ccco5)CC4)c23)cc1	-6.6	-3.7
CC1(C(=O)NS(=O)(=O)c2ccc(C#N)cc2)CCN1C(=O)Cc1cccc2ccccc12 (stereo not given)	-10.0	-1.9
CC[C@]12C(=O)N(C)C[C@H]([C@@H]3C(=O)N(Cc4ccccc4)C(=O)[C@@H]31)N2C(=O)c1ccc(C(C)(C)C)cc1	-5.6	-3.0
CCOC(=O)CSc1nc2ccccc2n1C(=O)OCC	-18.3	4.4

As a short view, part of the list above:
SMILES	H9c2 TAG inh	H9c2 TAG inh DAPI viability
CC1(C(=O)NS(=O)(=O)c2ccc(C#N)cc2)CCN1C(=O)Cc1cccc2ccccc12 (stereo not given)	-10.0	-1.9
CC[C@]12C(=O)N(C)C[C@H]([C@@H]3C(=O)N(Cc4ccccc4)C(=O)[C@@H]31)N2C(=O)c1ccc(C(C)(C)C)cc1	-5.6	-3.0
CCOC(=O)CSc1nc2ccccc2n1C(=O)OCC	-18.3	4.4
